mcGAS inh: mouse cGAS inhibition by luminescence; Q8C6L5; recombinant cGAS, Kinase-Glo ATP depletion luminescence; inhibition, % at 12.5 µM; hit rate 0.15% among 160,000;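 also: 0% = negative control wells and 100% = reference inhibitor with no enzyme activity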
NPYLR7 ag: mosquito NPYLR7 agonism; AID 1259423; hit rate 0.15% among 270,000; HEK293T NPYLR7/Galpha15, GCaMP6s calcium fluorescence; activation, % at 10 µM; in the data active = activation above about 40%;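 also: 0% = vehicle and 100% = reference agonist at the receptor; some compounds past the cut are filed as inactive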
hcGAS inh: blocks human cGAS activity; Q8N884; recombinant h-cGAS, ATP depletion, Kinase-Glo luminescence; inhibition, % at 12.5 µM; hit rate 0.081% among 290,000;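 also: 0% = vehicle reaction and 100% = reaction without DNA for no activity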
Target sequence (Q8N884 whole entry, looked up): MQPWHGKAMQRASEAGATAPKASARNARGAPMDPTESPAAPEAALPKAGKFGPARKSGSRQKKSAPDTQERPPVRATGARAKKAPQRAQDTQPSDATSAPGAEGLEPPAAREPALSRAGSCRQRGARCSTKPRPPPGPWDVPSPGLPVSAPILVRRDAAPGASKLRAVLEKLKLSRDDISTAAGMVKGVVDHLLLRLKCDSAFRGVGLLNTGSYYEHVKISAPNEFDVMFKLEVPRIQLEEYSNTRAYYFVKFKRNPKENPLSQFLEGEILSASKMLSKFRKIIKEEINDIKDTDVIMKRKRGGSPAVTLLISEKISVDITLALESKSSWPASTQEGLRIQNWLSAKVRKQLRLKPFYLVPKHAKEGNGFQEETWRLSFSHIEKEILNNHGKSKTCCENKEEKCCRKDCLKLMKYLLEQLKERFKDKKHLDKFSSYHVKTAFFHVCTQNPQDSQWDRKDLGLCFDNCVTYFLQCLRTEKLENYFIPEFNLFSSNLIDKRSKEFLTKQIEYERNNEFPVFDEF
The depositor's hits bear a star; · = not tested or not shown; & = joins results of further samples. Rule as the data show it, unless noted: active = inhibition above about 40%; inactive = the rest.

compound	NPYLR7 ag	hcGAS inh	mcGAS inh
COc1c(C(=O)NCCCN(C)Cc2ccccc2)cnc2c1c(C)nn2C	-0.2	6.5	0.5
Cc1ccncc1-c1cc2ccccc2o1	1.1	-3.3	-15.3
NC(=O)c1cc(NC(=O)C2CC2c2c(F)cccc2F)ccc1F (configuration not stated)	5.3&1.2	-9.2&-3.0	·
CN(CC(=O)C(C#N)c1ccccc1)Cc1ccccc1 (configuration not stated)	6.5&-10.7	-0.6&-3.7	·
CCC(C)N1C(=O)/C(=C\c2ccc(S(C)(=O)=O)cc2)N(C)C1=S (configuration not stated)	22.8	-2.6	3.3
Cc1cc(C(=O)N(C)C2CCS(=O)(=O)C2)c(C)n1C(C)c1ccccc1 (configuration not stated)	3.7	-7.4	·
CC1(C(=O)Nc2cccc(NC(=O)c3ccco3)c2)Cc2ccccc2C(=O)O1 (configuration not stated)	6.6	-6.5	-7.6
CCc1ccccc1-n1c(=O)c2ccccc2n(C(CC)C(=O)NCCOC)c1=O (configuration not stated)	21.7	-3.8	-5.4
O=C(Cn1nc(-c2cccs2)oc1=O)OCc1nnsc1Cl	-1.7	0.9	1.9
COC(=O)C1=C(C)N(C)C(C)=C(C(=O)OC)C1c1ccc(C(F)(F)F)cc1	-1.3	-6.0	-5.4
Cn1c2c(c(=O)n(C)c1=O)C(c1ccccc1)C1C(=O)OCC1=N2 (configuration not stated)	4.2	-7.0	·
CC(=O)Oc1ccc(/C=C2\N=C(c3cccc(C)c3)OC2=O)cc1	-1.1	0.5	·
CCOC(=O)c1ccc2c(c1)nc(SCC(=O)NCc1ccco1)n2Cc1cccc(F)c1	5.6	5.1	2.4
COc1ncccc1NC(=O)NC1CCOc2ccccc21 (configuration not stated)	-3.8	-3.7	·
Cc1cc(C(C)(C)C)cc(C(C)(C)C)c1N	-3.9	-5.8	-4.8
Oc1ccc(CCNc2ncnc3sccc23)cc1	1.7	1.2	·
CC1(C)OCC(CNC(=O)c2ccc(-c3n[nH]c4c3COc3ccccc3-4)cc2)O1 (configuration not stated)	·	-2.4	-4.6
Cc1sc(CC(=O)O)nc1C(C)C	-1.1	-6.3	·
Cc1ccccc1C(NC(=O)C1CCN(CC(C)C)CC1)c1cnccn1 (configuration not stated)	2.7	-2.8	-1.5
Cn1c(=O)cc(C(=O)N2CC[C@H](CO)[C@@H](O)C2)c2ccccc21	0.6	-3.4	-14.8
CC1CN(C2CCN(C(=O)C3(NC(=O)OC(C)(C)C)CCCC3)CC2)CCO1 (configuration not stated)	1.8	-7.9	·
COc1ccc(CCNC(=O)c2cccnc2N2CCN(C(=O)Nc3ccc(CC#N)cc3)CC2)cc1OC	-7.4	0.7	-0.9
Cc1ccc(-c2noc(-c3ccc(Br)o3)n2)cc1	2.3	1.0	·
CC(C)c1cc(C(=O)OC2C3CCOC3C2(C)C)n[nH]1 (configuration not stated)	5.3	-10.1	·
C=CCn1c(=O)c2c(nc3n2CCCN3Cc2ccco2)n(C)c1=O	·	-3.6	-6.8
CC(=O)c1cccc2c(O)c(C3=Nc4ccccc4C3=O)[nH]c12	-4.7	-4.1	·
COc1ccc(C2=N/C(=C\c3sccc3C)C(=O)O2)cc1Br	-2.7	-5.3	-6.5
Cc1cc2c(=O)n(Cc3ccco3)c(SCC(=O)NC3CCCCC3)nc2s1	15.3	-6.1	-2.5
COc1ccc2[nH]cc(C3CCN(S(=O)(=O)c4c(F)c(Br)cc(F)c4Br)CC3)c2c1	28.1	-11.7	-6.4
C[C@H](NC(=O)Nc1ccc(I)cc1)C(=O)N1CCC(C(=O)N2CCOCC2)CC1	33.5	-3.3	-6.3
CCN(C(=O)Cn1ccc(C(F)(F)F)n1)C(C)c1ccc(C#N)cc1 (configuration not stated)	1.0&-4.2	-10.9&-11.6	·
CC(CCc1cccn1C)Nc1ccccc1S(C)(=O)=O (configuration not stated)	-0.3	-14.7	·
COCCN1CC2(CCC1=O)CCN(C(=O)C(C)n1ccnc1)CC2 (configuration not stated)	·	-15.5	-6.3
Cc1nc2n(n1)C(=O)C(C(c1ccc(F)cc1)N1CCC(C)CC1)S2 (configuration not stated)	-0.9	-12.7	·
CCOC(=O)c1ccc(NC(=O)N2CCCC2C(=O)Nc2nnc(-c3cccc(OC)c3)s2)cc1 (configuration not stated)	-0.1	-6.2	2.3
COC(=O)Nc1ccc(NC(=O)N2CCN(C(=O)c3cc(C)oc3C)CC2)cc1	-2.5	-4.2	-8.6
CCOc1coc(C(=O)NCc2ccccc2Cl)cc1=O	14.9	-11.8	·
Cc1nc(-n2cnc3cc(C)c(C)cc32)c2c3c(sc2n1)CCC3	2.0	-4.7	-3.8
CCN(CC)c1c(C)nc2ccc(C(=O)NCc3ccc(N(C)C)cc3)cn12	-5.0	-7.1	-1.3
O=C(c1cc2ccccc2s1)N1CC(=O)N2CCc3c(F)cccc3C2C1 (configuration not stated)	1.2	-3.8	-5.6
COC(=O)c1cc(OC)ccc1Oc1ccc(N)cn1	5.1	3.2	·
Cc1nc(C)c(C(=O)NCCCn2nc(-c3ccncc3)ccc2=O)s1	28.2	-4.4	·
Cc1ccc(-c2ccnc(NC(c3nccn3C)C(C)C)n2)c(C)n1 (configuration not stated)	-5.8	-4.5	·
COc1ccc(CCNC(=O)c2ccc(Cl)cc2NS(=O)(=O)c2ccc(OC)c(OC)c2)cc1	0.5	-3.6	-6.1
COCCC(=O)NC1CCc2[nH]c3cc(Cl)cc(Cl)c3c2C1 (configuration not stated)	26.7	-5.4	-0.3
O=C(c1ccc(Cl)cc1)N1CCOC(COCc2cccc(C(F)(F)F)c2)C1 (configuration not stated)	17.7	-5.6	·
Cc1nnc(CNCc2csc(C34CC5CC(CC(C5)C3)C4)n2)o1	3.6	-3.7	·
O=S(=O)(c1ccc2c3c(cccc13)CC2)N1CCSC1	7.3	0.3	·
O=C(NCC1CCCO1)c1cnn(-c2ccccc2Cl)c1-c1ccccc1 (configuration not stated)	1.6	-3.2	-5.3
Cc1ccc(-n2nc(C(=O)N(C)C3CCCCC3)c(=O)n(Cc3ccccc3C)c2=O)cc1	13.6	-3.1	-4.2
CC(=NNc1ncc(Cl)cc1Cl)c1ccc(Cl)s1	1.9	-1.5	-5.1
CC(C(=O)NC1CCC(n2cnnc2)CC1)n1cnc2ccccc21 (configuration not stated)	11.3	-7.8	-18.2
CSC1(CNc2ccc(C#N)cc2F)CCOCC1	13.3	-11.3	-8.1
COc1ccc(CCN2CCC(CN(C)C(=O)C3=CCCC3)CC2)cc1	3.4	-11.9	-11.4
Cc1ccn(-c2ccc(Nc3ccc(NC(=O)Nc4cccc(F)c4)cc3)nn2)n1	-1.1	0.7	-5.2
CCc1cccc2c(C(CC(=O)NCCCN3CCCCC3C)c3cccc(OC)c3)c[nH]c12 (configuration not stated)	·	-12.2	-9.5

Of the compounds above, these contain a tert-butyl group.
compound	NPYLR7 ag	hcGAS inh	mcGAS inh
Cc1cc(C(C)(C)C)cc(C(C)(C)C)c1N	-3.9	-5.8	-4.8
CC1CN(C2CCN(C(=O)C3(NC(=O)OC(C)(C)C)CCCC3)CC2)CCO1 (configuration not stated)	1.8	-7.9	·

More records.
compound	NPYLR7 ag	hcGAS inh	mcGAS inh
Cc1ccc(C(=O)CSc2nnc(-c3cccc(C)c3)o2)cc1	·	-11.4	-8.1
CCOc1cccc(C(=O)N2CCC(n3cnc4ccc(F)cc43)CC2)c1	5.1	-4.5	-4.4
Cc1cccc(C(C)CNC(=O)N2CCN(Cc3ccon3)CC2)c1 (configuration not stated)	7.2	-7.0	-7.5
Cc1nonc1CN(C)C(=O)C1CC12CCN(C(=O)c1cccc(-c3ccccc3F)c1)CC2 (configuration not stated)	5.9	-5.6	·
CCCC(=O)NNC(=O)c1sc(-c2ccccc2)nc1C	0.0	-3.4	-4.9
COc1ccccc1-n1c(SCC(=O)N2CCC(C)CC2)nc2c([nH]c3ccccc32)c1=O	-5.3	-1.5	-7.0
CCc1nc2n(n1)C(=O)C(C(c1ccc(Cl)cc1)N1CCN(C)CC1)S2 (configuration not stated)	-3.7	-6.7	-7.0
O=C(Cn1c2ccccc2c(=O)c2ccccc21)Nc1c(F)cc(F)cc1Br	-0.4	-4.4	·
CCCc1cc(=O)n(CC(=O)Nc2ccc(C)cc2)c(-n2nc(C)cc2C)n1	-2.4	-11.5	-7.9
CCN1CCCCC1C(=O)N1CCOc2ccc(CN3CCC(OCc4ccccc4)CC3)cc2C1 (configuration not stated)	5.4	-1.4	-8.8
CCN(CC)C(CNS(=O)(=O)c1cccs1)c1ccsc1 (configuration not stated)	8.7	-12.2	·
COc1ccc(Cl)cc1-c1nc(SCc2ccno2)n[nH]1	-1.2	-4.8	-10.9
O=C(Cn1cccc(C(F)(F)F)c1=O)c1ccc2c(c1)CCC2	1.4	-2.4	·
CCCCOc1ccc(C(=O)Nc2cc(C3CC3)nn2-c2nc(C)cc(=O)[nH]2)cc1	3.0	-10.7	·
c1ccc(CNc2nc(-c3ccccc3)nc3ccccc23)cc1	-9.5	2.7	·
COc1ccc(S(=O)(=O)N2CCCC2CNC(=O)C(=O)NCCCN(C)C)cc1 (configuration not stated)	3.8	-4.7	·
Cn1nc([N+](=O)[O-])nc1Oc1ccc2ccc(=O)oc2c1	4.1	-2.9	·
COC(=O)c1cc2n(n1)CCN(Cc1nc3ccccc3n1C(C)C)C2	-9.3	-0.6	·
Cc1cc(N2CCOCC2)ccc1NC(=O)c1ccc(C(F)(F)F)nc1	8.7	-7.4	·
CCC(C)C(C(=O)OCC(=O)c1ccc2[nH]c(=O)[nH]c2c1)c1ccccc1 (configuration not stated)	10.2	-8.9	·
Cc1ccc(CCC(=O)NNC(=O)CCc2ccc(C)o2)o1	1.4	-0.5	·
CCN(c1nc(N)c(C(=O)N=C(N)N)nc1Cl)C(C)C	7.5	-4.4	-2.4
O=C1C2=C(Nc3[nH]c(=O)[nH]c(=O)c3C2c2ccccc2)c2ccccc21 (configuration not stated)	0.1	4.8	-4.7
Cc1noc(-c2cccc(F)c2)c1C(=O)NCC1COC(C)(C)O1 (configuration not stated)	-0.8	-7.4	-8.4
Cc1ccccc1C(=O)N1C(C(=O)O)COC12CCN(C(=O)c1ccc(F)cc1)CC2 (configuration not stated)	14.8	-1.3	-3.7
C=CCn1c(SCC(=O)N2CCN(c3ccccc3)CC2)nc2sc(C)cc2c1=O	1.0	-5.2	·
O=C(c1ccccc1F)N(CC(=O)N1CCc2sccc2C1COc1ccc(Cl)cc1)C1CC1 (configuration not stated)	15.6	-6.5	-4.4
Cc1ccccc1CN(C)C(=O)c1ccc2c(=O)n3c(nc2c1)CCC3	3.2	-6.8	-6.2
O=C(NCc1nnnn1-c1ccccc1)c1ccccc1C1CCNC1 (configuration not stated)	6.9	-1.9	·
Cc1nc2ccccn2c1C=NNc1nc2ccccc2[nH]1	3.5	-6.5	·
Cc1cc(-c2csc(Cc3ncc(Cl)n3C)n2)c(C)s1	1.2	-15.3	·
CC(OC(=O)CN(C)c1ncccn1)C(=O)NC(C)(C#N)C(C)C (configuration not stated)	5.2	-0.1	·
COc1ccccc1-n1ncc2c(C(C)C)nnc(SCC(=O)Nc3ccc4c(c3)OCO4)c21	-9.3	-5.4	-10.6
COc1ccc(-c2cnc(-c3ccc(CNC(=O)c4cccc(OC)c4)cc3)[nH]2)cc1	-2.3	-5.3	-6.9
Cc1c(Cl)cccc1NC(=O)CSc1ncnc2c1oc1ccccc12	4.0	-0.1	-6.6
CC(C)(C)c1ccc(CC(=O)N2CCC2(C)C(=O)N2CCCCC2)cc1 (configuration not stated)	2.0	-4.4	-2.9
COc1cc(OC)cc(C(=O)N2CCN(c3c(-c4ccccc4)cnc4ncnn34)CC2)c1	·	-8.5	-7.9
Fc1ccc(C2=Nc3nnnn3C(c3ccc(Cl)c(Cl)c3)C2)cc1 (configuration not stated)	-5.2	-3.1	·
Cc1cc(C)n(CCN(C(=O)C2CC2)c2nc3c(C)cc(Cl)cc3s2)n1	-14.3	-4.5	-11.2
CCN(CC)c1ncccc1CNC(=O)c1cnc(C)nc1C	1.2	-6.0	-16.5
COc1ccc(N(CC(O)CNCCCC(=O)O)S(=O)(=O)c2ccc(C)cc2)cc1 (configuration not stated)	14.3	-2.3	-3.1
CC(C)CCNC(=O)CNC(=O)c1ccc(N2CCCC2=O)cc1	2.0	-2.3	-7.8
Cc1ccccc1C1c2ccsc2CCN1C(=O)CN(CC1CCCO1)C(=O)Cc1ccc(F)cc1 (configuration not stated)	-3.3	0.6	-5.1
CCOC(=O)c1c(P(=O)(N2CCOCC2)N2CCOCC2)noc1N	6.7	-7.2	-7.4
Cc1ccc(C)c(-n2nc(-c3ccccc3Cl)cc2C(=O)O)c1	-16.4	2.4	·

Assay outcomes (PubChem)

An unsorted share of the library; 0.27% or so of the library scored in one or more.
